# Screening results (PubChem BioAssay)
# RNase H inhibition = RNase H inhibition, HIV 1 Gag Pol polyprotein, FRET biochemical assay, screening (AID 372); hit rate 0.77% among 100,000; one-dose inhibition, % at 10 µM; IC50 in µM for titrated hits; HIV-1 RT RNase H, FRET RNA/DNA substrate fluorescence; higher % means a stronger effect; in the data active means inhibition above about 50%
# Starred values were filed as active, the others as inactive. An excerpt; count on the stated rates, not on these rows.
SMILES | RNase H inhibition
CCOC(=O)c1ccc(NC(=O)COc2ccccc2Cl)cc1 | 14%
Cc1cc(Cl)cc(Cl)c1OCCCCN1CCCCC1 | 8%
Cc1ccc2nc(/C(C#N)=C\c3ccc(N4CCCCC4)c([N+](=O)[O-])c3)[nH]c2c1 | 13%
OC(COc1ccccc1)CSc1nc2ccccc2o1 (centres undefined) | 0%
O=C(N/N=C/c1ccc(Cl)cc1)C(=O)N/N=C/c1ccc(Cl)cc1 | 0%
COCCNCCOc1ccc(C)c(C)c1 | 11%
Cc1occc1C(=O)NCc1cccnc1 | 3%
Cc1c(Cl)cccc1NC(=S)NC(=O)c1cc(I)ccc1Cl | 5%
COC(=O)c1cc(C(=O)Nc2cc(Cl)ccc2OC)cc([N+](=O)[O-])c1 | 16%
O=C(CN1C(=O)c2cccc3cccc(c23)C1=O)OCc1ccc2c(c1)OCO2 | 53%*
Cc1ccc(OCCCOc2ccc(/C=C3/SC(=S)N(C)C3=O)cc2)cc1 | 10%
Cc1ccc(NC(=O)/C(=C\c2ccc(C)o2)NC(=O)c2cccc([N+](=O)[O-])c2)cc1 | 18%
Cc1ccc(C)c(S(=O)(=O)n2cnc3ccccc32)c1 | 26%
CC(=C(C#N)C#N)c1ccc2c(c1)OCCO2 | 11%
Cc1ccc(C(C)C)c(OCC(=O)NNC(=O)c2cccnc2)c1 | 6%
Cc1cc(C)c(-c2nn(-c3ccccc3)cc2C=O)c(C)c1 | 12%
CCCS(=O)(=O)c1c(S(=O)(=O)CCC)c2c3ccccc3ccn2c1C(=O)c1ccc(Br)cc1 | 7%
CCCc1cc(C(=O)OC)c(NC(=O)c2ccc(OCC(C)C)cc2)s1 | 3%
COc1cc(/C=C2\SC(=S)NC2=O)ccc1OC(=O)c1ccc(C)cc1 | 19%
CCc1cc(C(=O)N=Nc2c(O)[nH]c3ccc(Br)cc23)c2ccccc2n1 | 6%
Cc1cc(C=O)c(C)n1-c1sc2c(c1C(=O)Nc1ccccc1)CCCC2 | 11%
Cc1ccc(S(=O)(=O)N(CC(=O)NCC2CCCO2)c2cccc(Br)c2)cc1 (centres undefined) | 7%
COc1cc(C=O)cc(Br)c1OCc1ccc(C(=O)O)cc1 | 12%
COc1ccc(C2CC(=O)C3=C(C2)Nc2ccccc2NC3c2ccc(OC(C)=O)c(OC)c2)cc1 (centres undefined) | 31%
NC(=O)c1ccc(NC(=O)c2ccccc2[N+](=O)[O-])cc1 | 12%
OC(C#CC12CC3CC(CC(C3)C1)C2)c1cccnc1 (centres undefined) | 10%
O=C(CCC(=O)OCCN(Cc1ccccc1)Cc1ccccc1)OCCN(Cc1ccccc1)Cc1ccccc1 | 15%
CCOC(=O)C1=C(CC)OC(N)=C(C#N)C1c1cccc(Oc2ccc(Cl)cc2)c1 (centres undefined) | 16%
CCN(CC)c1ccc(/C=C(\C#N)c2nn(-c3ccccc3)c(N)c2C#N)cc1 | 12%
CC(C)NC(=O)CC(=O)N/N=C/c1ccc(F)cc1 | 3%
CCOc1c(C=C2C(=O)NC(=O)NC2=O)cccc1OC | 10%
O=C1NC(=S)S/C1=C\c1cc(Cl)cc(Cl)c1OCc1ccccc1Cl | 31%
O=C1N/C(=N\N=C\c2ccccc2O)SC1Cc1ccc(Cl)cc1 (centres undefined) | 7%
CCC1CCC(C(=O)Nc2ccc(C(=O)O)cc2)CC1 (centres undefined) | 7%
COc1ccc(/C=C2\C(=O)N(c3ccc(C)c(Cl)c3)N=C2C)cc1[N+](=O)[O-] | 7%
COc1ccc(/C=C/C(=O)Nc2cc(S(N)(=O)=O)ccc2C)cc1 | 5%
COCCN1C(=O)C(=O)/C(=C(/O)c2ccccc2)C1c1ccc(Br)cc1 (centres undefined) | 3%
COc1cc(C(=O)NC(=S)Nc2ccc(Cl)cc2)cc(OC)c1OC | 18%
CCOC(=O)COc1c(Cl)cc(C=C2C(=O)NC(=S)NC2=O)cc1Cl | 0%
O=[N+]([O-])c1cc(C(F)(F)F)ccc1N1CCN(C/C=C/c2ccccc2)CC1 | 16%
O=C(Nc1cccc(Cl)c1Cl)c1ccco1 | 4%
CC1=NN(c2cccc(Br)c2)C(=O)/C1=C/c1ccc(-c2cc([N+](=O)[O-])ccc2O)o1 | 10%
COc1ccc(-c2cc(C(F)(F)F)n3nc(C(=O)O)cc3n2)cc1OC | 4%
NS(=O)(=O)c1ccc(CCNC(=S)NC(=O)c2cccs2)cc1 | 7%
CCOc1ccccc1NC(=O)C1C2CCC3C(CCC21)C3(Cl)Cl (centres undefined) | 8%
Clc1ccc(-c2nc3ccc(N=Cc4cccc(Br)c4)cc3[nH]2)c(Cl)c1 | 14%
O=C(COc1ccc(Cl)cc1Cl)Nc1ccc2c(c1)oc1ccccc12 | 8%
Cc1ccc(-c2cc(O)cc3sc(=O)oc23)cc1 | 9%
O=[N+]([O-])c1c(-c2ccccc2)nc(N/N=C/c2ccccc2)nc1-c1ccccc1 | 16%
O=C(CSc1nc(O)c(Cc2ccccc2)c(=O)[nH]1)Nc1cccc2ccccc12 | 0%

# Remaining list, next part
Compound,RNase H inhibition
COc1ccc(CN2CCN(Cc3ccc(C(F)(F)F)cc3)CC2)c(OC)c1,5%
O=[N+]([O-])c1ccccc1S(=O)(=O)NCc1ccc2c(c1)OCO2,29%
Cc1nnc(NC(=O)Nc2ccc(Cl)c(Cl)c2)s1,2%
O=C(Nc1c(Cl)cccc1Cl)c1cc(I)cc(I)c1I,8%
Cc1ccnc(NC(=O)c2cc(I)ccc2Cl)c1,6%
Cc1ccc(S(=O)(=O)/N=C(/NC(=S)Nc2ccc(Br)cc2)c2ccccc2)cc1,16%
COc1ccccc1C1C(C#N)=C(N)OC(C)=C1C(=O)Nc1ccc(SC)cc1 (centres undefined),21%
COc1ccc(NC(=O)CN(c2ccc(Br)cc2)S(C)(=O)=O)cc1OC,5%
N/C(=N\OC(=O)c1ccccc1Br)c1ccc(Cl)cc1,18%
CC1=C(C(=O)Nc2ccccc2C)C(c2ccc(C)o2)C(C#N)=C(SCC(=O)OC(C)C)N1 (centres undefined),0%
CCCN(C=O)/N=C/c1ccc([N+](=O)[O-])cc1O,9%
CC(C)(C)C(=O)COc1ccc2c(-c3ccccc3)cc(=O)oc2c1,8%
Cc1ccc(Cl)cc1N1C(=O)C2C3C=CC(CO)(O3)C2C1=O (centres undefined),3%
Cc1ccc(-c2ccccc2)n1-c1ccc2c(c1)OCO2,49%
COc1ccc(N2C(=O)C(=O)/C(=C(\O)c3ccccc3)C2c2ccc(O)c(OC)c2)cc1 (centres undefined),4%
C=CCc1ccc(OCCOc2cccc(/C=C3\SC(=S)N(CC)C3=O)c2)c(OC)c1,26%
O=C(CCN1C(=O)c2cccc3cccc(c23)C1=O)OCCCc1ccncc1,40%
COC(=O)c1c(C)oc2ccc(OCC(=O)c3ccc(Br)cc3)cc12,1%
CCN(Cc1ccccc1)C(=O)c1cccs1,3%
Cc1c([N+](=O)[O-])cc(C(=O)Nc2cc(C(F)(F)F)c(Br)cc2Br)cc1[N+](=O)[O-],11%

# By substructure, the entries above with a furan ring, fused or not
Compound,RNase H inhibition
Cc1occc1C(=O)NCc1cccnc1,3%
Cc1ccc(NC(=O)/C(=C\c2ccc(C)o2)NC(=O)c2cccc([N+](=O)[O-])c2)cc1,18%
O=C(Nc1cccc(Cl)c1Cl)c1ccco1,4%
CC1=NN(c2cccc(Br)c2)C(=O)/C1=C/c1ccc(-c2cc([N+](=O)[O-])ccc2O)o1,10%
O=C(COc1ccc(Cl)cc1Cl)Nc1ccc2c(c1)oc1ccccc12,8%
CC1=C(C(=O)Nc2ccccc2C)C(c2ccc(C)o2)C(C#N)=C(SCC(=O)OC(C)C)N1 (centres undefined),0%
COC(=O)c1c(C)oc2ccc(OCC(=O)c3ccc(Br)cc3)cc12,1%

# (continued)
Compound,RNase H inhibition
CC(C)=N/N=C1/NC(=O)C(CC(=O)Nc2ccc(C)cc2C)S1 (centres undefined),4%
O=C(Nc1ccc(Oc2ccc(Cl)cc2)cc1)c1ccccc1Cl,14%
COC(=O)C(NS(=O)(=O)c1ccccc1)C(C)C (centres undefined),0%
CCOc1cccc(/C=C2\SC(=O)N(c3ccccc3)C2=O)c1O,15%
O=C(O)c1cccc2c1NC(c1ccc(Cl)cc1)C1CC=CC21 (centres undefined),37%
COc1cc(CN2CCN(c3ccc(F)cc3)CC2)cc([N+](=O)[O-])c1O,13%
COc1ccccc1C(=O)NCCCC(=O)O,4%
COc1ccc(Br)cc1C(=O)Nc1cccc(-c2nc3cc(C)ccc3o2)c1C,9%
O=C(Cc1ccc(Br)cc1)Nc1nc2ccccc2s1,17%
COc1ccc(OC)c(NC(=O)C2C3CCC(O3)C2C(=O)O)c1 (centres undefined),17%
Cc1cc([N+](=O)[O-])ccc1NC(=O)COc1ccc(Cl)cc1,17%
CCOC(=O)c1ccccc1NC(=O)CN(c1ccc(OC)c(Cl)c1)S(=O)(=O)c1ccccc1,2%
Cc1ccsc1/C=C(\C#N)c1nc(-c2cccc(Br)c2)cs1,17%
CCC(C(=O)N1CCOCC1)c1ccccc1 (centres undefined),31%
O=C(c1ccncc1)N1CCN(C(=O)c2cccc(F)c2)CC1,0%
CCOC(=O)Cn1c(O)c(N=NC(=O)COc2cc(C)ccc2C)c2ccccc21,4%
O=C(COC(=O)COc1ccc(Cl)cc1Cl)Nc1ccc(Cl)c(Cl)c1,5%
O=C1CC(C2CCCO2)C(=O)N1c1ccc(Cl)cc1 (centres undefined),3%
COC(=O)C1=C(C(=O)OC)SC(=C2C(=S)C(C)(C)N(C(=O)/C=C/c3ccc(OC)cc3)c3c(C)cccc32)S1,8%
Fc1ccc(CNC(=S)Nc2cccc(Cl)c2)cc1,0%
CCOc1ccc(N2C(=O)NC(=O)/C(=C\c3ccc(-c4cc([N+](=O)[O-])ccc4C)o3)C2=O)cc1,24%
Cc1ccc(-n2c(-c3ccccc3)nc3c(cnn3-c3ccccc3)c2=O)cc1,16%
COc1ccc(-n2nc3cc(C)c(NC(=O)Cc4ccccc4)cc3n2)cc1,12%
Cc1nc(SCN2C(=O)c3ccccc3C2=O)n[nH]1,18%
O=C(O)C(=O)/C(N=Nc1ccc(Cl)cc1)=C(\O)c1ccc(Cl)cc1,5%
CCOc1ccc(C(=O)N2CCN(c3ccc(Cl)cc3[N+](=O)[O-])CC2)cc1,33%
COC(=O)C1=C(C)N=C2SCC(=O)N2C1c1ccccc1 (centres undefined),1%
CCCCCCNC(=O)c1[nH]ncc1[N+](=O)[O-],0%
O=C(/C=C/c1cccc([N+](=O)[O-])c1)NC1CCCCC1,0%
CC(=NCCO)c1c(C(F)(F)F)[nH]n(-c2nc3ccccc3s2)c1=O,5%
N/C(=N\OC(=O)c1ccc(Br)cc1)c1cccnc1,4%
O=C(NCC1CCCO1)C(=O)N/N=C/c1cccc(Cl)c1 (centres undefined),17%
OC(COc1ccccc1Cl)Cn1cnc2ccccc21 (centres undefined),5%
C#CCOc1ccc(/C=C2\C(=O)NC(=O)N(c3ccc(OCC)cc3)C2=O)cc1Br,20%
COc1ccccc1Nc1nc(-c2ccccc2)cs1,4%
COc1cccc(C(=O)N2N=C(C(F)(F)F)CC2(O)C(C)(C)C)c1 (centres undefined),26%
Nc1cc(Cl)c(S(=O)(=O)NC2CCCCC2)cc1S(=O)(=O)NC1CCCCC1,33%
Cc1ccc(C(=O)NCCCn2ccnc2)cc1C,0%
O=C(c1cccnc1)N1CCN(C(=O)c2cccc(F)c2)CC1,13%
CN1CCN(c2nc(-c3ccc(Cl)cc3)nc3ccccc23)CC1,0%

# Entries from the list above with an NH in an aromatic ring, in the order listed:
Compound,RNase H inhibition
Cc1ccc2nc(/C(C#N)=C\c3ccc(N4CCCCC4)c([N+](=O)[O-])c3)[nH]c2c1,13%
CCc1cc(C(=O)N=Nc2c(O)[nH]c3ccc(Br)cc23)c2ccccc2n1,6%
Clc1ccc(-c2nc3ccc(N=Cc4cccc(Br)c4)cc3[nH]2)c(Cl)c1,14%
O=C(CSc1nc(O)c(Cc2ccccc2)c(=O)[nH]1)Nc1cccc2ccccc12,0%
Cc1nc(SCN2C(=O)c3ccccc3C2=O)n[nH]1,18%
CCCCCCNC(=O)c1[nH]ncc1[N+](=O)[O-],0%
CC(=NCCO)c1c(C(F)(F)F)[nH]n(-c2nc3ccccc3s2)c1=O,5%

# Continuation.
Compound,RNase H inhibition
Cc1ccc(C(=O)Nc2ccc(N(C)C)cc2)cc1[N+](=O)[O-],15%
CCOC(=O)c1c(NC(=O)N/N=C/c2cc(Br)cc([N+](=O)[O-])c2O)sc2c1CCC2,14%
COc1ccc(Cl)cc1C(=O)Nc1ccc(Cl)cc1Cl,6%
Cc1ccc(SCC(=O)Nc2cccc3ncccc23)cc1,11%
CCOC(=O)c1ccc(N2C(=O)CC(NCCc3ccccc3)C2=O)cc1 (centres undefined),6%
CC1=C(C#N)C(c2ccccc2Br)C2=C(CC(c3ccccc3)CC2=O)N1 (centres undefined),20%
Cc1cccc(/C(N)=N/OC(=O)COc2ccc3ccccc3c2)c1,14%
COc1cc([N+](=O)[O-])cc(/C=N/NC(=O)NC23CC4CC(CC(C4)C2)C3)c1O,0%
Cc1ccc(N(CC(=O)Nc2ccc(Br)cc2)S(=O)(=O)c2ccccc2)cc1,2%
Cc1ccnc(N=Cc2c(O)ccc3ccccc23)c1,16%
Cc1cccc(NC(=O)c2ccc(S(=O)(=O)N3CCCC3)cc2)c1,1%
O=C(COc1ccc(Cl)cc1Cl)NCCSCc1cccc(Cl)c1,36%
CC1=NN(c2nc(-c3ccc(F)cc3)cs2)C(=O)/C1=C\c1ccc2c(c1)OCO2,58%*
Cc1cc2nc(NCCCO)n(CC(=O)c3cc(C(C)(C)C)c(O)c(C(C)(C)C)c3)c2cc1C,15%
CCCC(=O)N1CCN(c2ccc(C(=O)CC)cc2F)CC1,5%
O=C1Nc2ccccc2/C1=N/N1C(=O)CSC1=S,0%
CCCCCOC(=O)C1=C(C)NC2=C(C(=O)CCC2)C1c1ccc(OC(C)=O)cc1 (centres undefined),6%
CCOC(=O)c1ccc(NC(=S)NC(=O)/C=C/c2ccccc2)cc1,11%
Cc1ccc(-c2nn(-c3ccccc3)cc2/C=C/C(=O)c2cccs2)cc1,25%
CN1C(=O)/C(=C\c2cc(Cl)c(O)c(Cl)c2)SC1=S,36%
CC(C)C(=O)Nc1cc(I)ccc1C(=O)O,15%
Oc1ccc(NC(=S)Nc2ccc(O)cc2)cc1,2%
CCOc1cccc(-c2cc(C(=O)NCc3ccc4c(c3)OCO4)c3ccccc3n2)c1,1%
